Mcl1-Noxa inh: disrupts binding of human Mcl-1 to Noxa peptide. Q07820. inhibition, % at 21.7 µM. TR-FRET Mcl-1/Noxa peptide binding, 2 h. actives 1.5% (n = 220,000);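 active = compounds that cut the protein-peptide binding signal by more than 50% relative to plate controls in a single-dose test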;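 note: His-tagged Mcl-1 with rhodamine Noxa BH3 peptide and terbium anti-His antibody; 0% = Mcl-1 plus Noxa peptide wells and 100% = peptide-only wells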
Cdc42 wt GTP: changes GTP binding to wildtype human Cdc42; P60953; GST-Cdc42 beads, Bodipy-GTP binding, flow cytometry; actives lie on both sides; percent activity (GTP binding), % at 10 µM; actives 0.2% (n = 190,000); AID 761;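 active = percent activity GTP binding at least 20 points away from the 100% baseline, either down as inhibitor or up as activator; inconclusive = compound flagged as likely green fluorescent from well-wide comparison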;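 note: median bead fluorescence of bound Bodipy-FL-GTP at 100 nM; 0% = excess unlabeled GTP control and 100% = no compound control; below 100% means less GTP binding so inhibitor and above means activator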
Target sequence (P60953 whole entry, looked up): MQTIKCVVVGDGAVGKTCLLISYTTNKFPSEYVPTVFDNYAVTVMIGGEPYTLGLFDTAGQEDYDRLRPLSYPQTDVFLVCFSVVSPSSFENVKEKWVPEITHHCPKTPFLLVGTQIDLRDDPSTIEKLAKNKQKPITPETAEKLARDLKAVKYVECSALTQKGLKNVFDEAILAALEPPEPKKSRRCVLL
Rab7 wt GTP bind: dog Rab7 wildtype GTP binding, inhibitors and activators; GTP binding activity (percent of control), % at 10 µM; AID 758; actives 0.055% (n = 190,000); GST-Rab7 beads, fluorescent GTP binding, flow cytometry; actives lie on both sides; untreated = 100%, excess cold GTP = 0%;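 active = fluorescent GTP binding to Rab7 beads changed by at least 20 points from the 100% baseline, either direction, mostly lower; inconclusive = compound itself probably fluorescent, or too few beads counted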;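 note: median green fluorescence of bound Bodipy-FL-GTP per Rab7 bead population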
Rac1 mut GTP: modulators of GTP binding to human Rac1 activated mutant. P63000. GST-Rac1 activated beads, fluorescent GTP binding, flow cytometry; actives lie on both sides; 100% means binding = to untreated wells. percent activity (GTP binding), % at 10 µM. actives 0.11% (n = 190,000);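 active = GTP binding at least 20 percentage points away from the 100% baseline, in either direction, so actives lie on both sides; inconclusive = Compound likely fluorescent itself, or too few beads counted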
Avidin bead fluor: compound fluoresces at 488/530 nm on avidin beads | compound fluorescence 488/530 nm, flow cytometry; hits give high values | fluorescence (KMESF) at 10 µM | actives 0.38% (n = 220,000) | AID 1775; in the data active = fluorescence above about 47; note: inactives centre near 10
Rab2 wt GTP: changes GTP binding to wildtype dog Rab2A, up or down. actives 0.19% (n = 190,000). P61105. GST-Rab2 wt beads, Bodipy-GTP binding, flow cytometry. GTP binding activity, % at 10 µM;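 active = GTP binding activity at least 20 points away from 100%, either lowered or raised; inconclusive = signal likely due to the compound's own green fluorescence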;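 note: 0% = beads with excess unlabeled GTP and 100% = no-compound control corrected for plate trend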
ABCB1 inh: inhibitors of human ABCB1 transporter, ABCG2 counter-screen; CCRF-Adr cells, JC-1 efflux, flow cytometry; AID 1326; actives 0.067% (n = 190,000); inhibition, % at 6.6 µM; P08183; in the data active = inhibition above about 40%;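 note: 0% = vehicle and 100% = reference inhibitor; higher value means more JC-1 retained so stronger ABCB1 efflux block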
HRas wt GTP: modulators of GTP binding to human HRas wildtype. actives 0.14% (n = 190,000). P01112. GTP binding activity, % at 10 µM. AID 759. GST-Ras wt beads, Bodipy-FL-GTP binding, flow cytometry; actives lie on both sides;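 active = GTP binding activity at least 20% away from the 100% baseline, either lowered as inhibitor or raised as activator; inconclusive = flagged as likely green fluorescent, judged across all proteins in the well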;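 note: 0% = unlabeled GTP competition control and 100% = no-compound control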
Target sequence (P01112 whole entry, looked up): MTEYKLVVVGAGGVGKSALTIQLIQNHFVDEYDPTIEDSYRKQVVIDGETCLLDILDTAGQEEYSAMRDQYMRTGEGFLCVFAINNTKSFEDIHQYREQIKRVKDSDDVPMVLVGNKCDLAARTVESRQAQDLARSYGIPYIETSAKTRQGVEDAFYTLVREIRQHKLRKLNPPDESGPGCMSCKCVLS
Pf gamet viab: P. falciparum stage V gametocyte viability inhibition. P. falciparum stage V gametocytes, ATP luminescence, 24 h. inhibition, % at 10.9 µM. actives 0.065% (n = 150,000);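 active = inhibition above the mean plus 3 SD of compounds within the control limits, set per campaign, cut at about 38% in these data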;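 note: 0% = DMSO wells and 100% = medium only without gametocytes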
ABCG2 block: inhibitors of human ABCG2 transporter, ABCB1 counter-screen; Q9UNQ0; IgMXP3 cells, JC-1 efflux, flow cytometry; inhibition, % at 6.6 µM; actives 0.1% (n = 190,000);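 active = inhibition above 80%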;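 note: 0% = DMSO and 100% = nicardipine control wells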
Target sequence (Q9UNQ0 whole entry, looked up): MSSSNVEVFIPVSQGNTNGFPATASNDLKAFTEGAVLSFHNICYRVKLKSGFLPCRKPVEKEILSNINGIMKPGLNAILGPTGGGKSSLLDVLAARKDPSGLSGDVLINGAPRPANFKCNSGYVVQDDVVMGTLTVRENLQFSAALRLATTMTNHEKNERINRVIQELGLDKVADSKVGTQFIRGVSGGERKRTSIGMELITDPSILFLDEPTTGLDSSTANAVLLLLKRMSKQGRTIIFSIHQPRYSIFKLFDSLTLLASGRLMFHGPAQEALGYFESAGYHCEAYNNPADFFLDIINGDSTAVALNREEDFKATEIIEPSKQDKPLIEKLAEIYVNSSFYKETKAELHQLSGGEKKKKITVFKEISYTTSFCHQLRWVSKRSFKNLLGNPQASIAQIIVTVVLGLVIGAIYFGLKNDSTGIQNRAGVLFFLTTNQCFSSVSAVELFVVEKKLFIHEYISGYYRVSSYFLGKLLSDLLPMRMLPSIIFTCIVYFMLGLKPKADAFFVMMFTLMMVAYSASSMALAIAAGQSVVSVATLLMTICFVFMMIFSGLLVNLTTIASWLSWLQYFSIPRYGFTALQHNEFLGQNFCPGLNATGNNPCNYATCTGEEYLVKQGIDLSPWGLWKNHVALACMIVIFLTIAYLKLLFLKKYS
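Assay system – ABCG2 IgMXP3 and barcoded ABCB1 CCRF-Adr cell mix · Input – 3 million cells/mL in well · Reagent – JC-1 fluorescent substrate · Compound – single test compound dose, 6.6 µM final · Timing – 10 min exposure at 25 °C with rotation, no wash · Detection – flow cytometry of retained JC-1 fluorescence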
Rac1 wt GTP bind: human Rac1 wildtype GTP binding, inhibitors and activators. actives 0.27% (n = 190,000). GST-Rac1 beads, fluorescent GTP binding, flow cytometry; actives lie on both sides; 0 = cold GTP competed, 100 = untreated. GTP binding activity (% of control), % at 10 µM. P63000;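 active = GTP binding activity at least 20 points away from the 100% control level, either lower or higher; inconclusive = compound flagged as likely green fluorescent, judged across all proteins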
Active calls of the source: *; ? = inconclusive; / = not tested or not shown.

Structure	Mcl1-Noxa inh	Cdc42 wt GTP	Rab7 wt GTP bind	Rac1 mut GTP	Avidin bead fluor	Rab2 wt GTP	ABCB1 inh	HRas wt GTP	Pf gamet viab	ABCG2 block	Rac1 wt GTP bind
Cc1ccc(C(C(=O)Nc2ccc(C(C)C)cc2)N(C)C(=O)c2ccc(=O)[nH]c2)cc1 (stereo unspecified)	-4	102	107	97	6	103	0.3	98	/	1	99
CCCS(=O)(=O)N1CCC(C(=O)N2CCN(C(=O)OCC)CC2)CC1	-2	100	94	95	13	97	0.2	93	/	3	100
CCOC(=O)C1CCN(C2CCN(Cc3nc(-c4ccccc4)no3)CC2)CC1	-4	99	106	95	3	102	0.3	98	9	0	97
Cc1oc(-c2ccc(Cl)cc2)nc1CN1CCC(C(=O)N2CCN(Cc3ccccc3)CC2)CC1	3	100	103	98	7	100	0.4	98	/	2	103
CN1CCc2c(sc3c2C(=O)NC(c2ccc(-c4cccc(Cl)c4)o2)N3)C1 (stereo unspecified)	22	95	94	98	6	97	-0.1	96	/	-1	97
CCC(=O)N/C(=N\OCc1ccc(F)cc1)c1nonc1NC(=O)CC	-4	99	101	94	10	98	0.5	99	/	1	96
CC(C)=CCN1CCN(Cc2cnc(-c3ccccc3)s2)CC1CCO (stereo unspecified)	5	96	92	100	7	95	0.6	96	-15	0	103
CCCNC(=S)NCCN1CCCCC1	14	101	97	100	5	99	1.1	101	/	6	107
COc1ccc(NC(=O)c2ccc(NCCCN3CCOCC3)c([N+](=O)[O-])c2)cc1	8	106	100	99	11	98	0.9	100	-28	20	106
COc1ccccc1-c1nnc(NC(=O)c2cccc(N3C(=O)CCC3=O)c2)o1	21	101	98	98	3	97	-0.3	98	-29	-3	102
Cc1nn(C)cc1CN(C)C(=O)CCc1nnc(CCC2CCCCC2)o1	-14	94	95	95	10	98	0.1	98	-3	0	99
CCc1c(C)sc(NC(=O)CC#N)c1C#N	62*	?	?	?	32	?	-0.2	?	/	0	?
NC(=O)CCn1c2ccccc2c2ccccc21	18	95	93	93	10	93	0.1	95	/	8	94
COc1cccc(C(=O)Nc2ncc3c(n2)CC(C)(C)CC3=O)c1	13	96	96	95	13	97	0.8	98	/	7	97
Cc1ccc(NC(=O)OCCN2CCN(Cc3ccccc3)CCC2=O)cc1C	-1	103	98	98	12	101	0.8	100	5	10	105
Cn1cc(C(=O)c2ccc(Cl)cc2Cl)cc1C(=O)N/N=C(\N)COc1ccccc1	-29	102	98	100	38	99	0.3	100	/	1	102
CC(C)n1c(SCC(=O)N2CCCC2)nc2c1c(=O)n(C)c(=O)n2C	0	106	106	98	15	100	1.4	104	/	5	104
COc1ccc(C(=O)CSc2nnc(CNC(=O)c3ccco3)n2C)cc1	7	98	110	95	10	101	0.5	100	-26	3	101
Cc1ccc(S(=O)(=O)Nc2cc(=O)[nH]c(SCc3ccccc3Cl)n2)cc1	12	100	102	102	5	103	0.0	102	/	0	104
Cc1cccc(-n2nnc(C(=O)N3CCc4ccccc4C3)c2N)c1	25	99	96	98	11	96	1.3	99	/	11	96

Not a retest: entries from further up.
Structure	Mcl1-Noxa inh	Cdc42 wt GTP	Rab7 wt GTP bind	Rac1 mut GTP	Avidin bead fluor	Rab2 wt GTP	ABCB1 inh	HRas wt GTP	Pf gamet viab	ABCG2 block	Rac1 wt GTP bind
Cc1oc(-c2ccc(Cl)cc2)nc1CN1CCC(C(=O)N2CCN(Cc3ccccc3)CC2)CC1	3	100	103	98	7	100	0.4	98	/	2	103
CN1CCc2c(sc3c2C(=O)NC(c2ccc(-c4cccc(Cl)c4)o2)N3)C1 (stereo unspecified)	22	95	94	98	6	97	-0.1	96	/	-1	97
CCC(=O)N/C(=N\OCc1ccc(F)cc1)c1nonc1NC(=O)CC	-4	99	101	94	10	98	0.5	99	/	1	96
CC(C)=CCN1CCN(Cc2cnc(-c3ccccc3)s2)CC1CCO (stereo unspecified)	5	96	92	100	7	95	0.6	96	-15	0	103
CCCNC(=S)NCCN1CCCCC1	14	101	97	100	5	99	1.1	101	/	6	107
COc1ccc(NC(=O)c2ccc(NCCCN3CCOCC3)c([N+](=O)[O-])c2)cc1	8	106	100	99	11	98	0.9	100	-28	20	106

Later entries:
Structure	Mcl1-Noxa inh	Cdc42 wt GTP	Rab7 wt GTP bind	Rac1 mut GTP	Avidin bead fluor	Rab2 wt GTP	ABCB1 inh	HRas wt GTP	Pf gamet viab	ABCG2 block	Rac1 wt GTP bind
O=C(Nc1cccc(F)c1)c1coc(=O)c(Br)c1	8	93	100	96	6	95	-0.2	94	2	-1	98
CCCCCCCCOC(=O)CCc1c(C)[nH]c(=S)[nH]c1=O	-4	99	101	98	34	98	0.8	101	/	3	99
COc1cccc(/C=C/C(=C2/C(=O)N(c3ccccc3)N=C2C)c2ccc(Br)cc2)c1OC	10	99	96	94	8	95	0.1	97	/	1	98
O=S(=O)(NCc1cccs1)c1cccc(S(=O)(=O)N2CCCCC2)c1	14	101	97	100	5	101	1.4	101	13	18	103
COc1ccc(F)cc1C(=O)C1CCCN(C(=O)Cc2c(C)noc2C)C1 (stereo unspecified)	14	92	98	95	2	97	0.9	92	/	0	90
COc1cccc(NS(=O)(=O)c2ccc3[nH]cc(C(=O)NCCN4CCOCC4)c(=O)c3c2)c1	/	101	96	98	9	98	0.2	101	/	22	99
CCN1CCN(C(=S)c2ccc(Cl)c(Cl)c2)CC1	16	100	102	99	4	99	0.8	100	-1	1	104
O=C(O)CCc1nc(-c2ccc(Cl)cc2)no1	3	100	102	100	13	102	0.1	104	-9	2	108
O=C(c1ccc2c(c1)OCO2)N1CCCC1	3	103	101	98	40	100	0.2	102	24	1	102
COc1ccc(-n2ncc3c(=O)n(Cc4c(F)cccc4Cl)cnc32)cc1	3	94	96	95	11	93	0.3	94	9	2	96
Nn1c(SCc2cn3cc(Cl)ccc3n2)nnc1-c1ccncc1	6	99	102	97	9	100	0.5	101	8	4	102
O=C1CSC(c2cn(-c3ccccc3)nc2-c2cc3ccccc3oc2=O)N1Cc1ccccc1 (stereo unspecified)	-35	105	97	101	36	104	2.8	104	/	4	104
O=C(COc1ccc(S(=O)(=O)N2CCCCC2)cc1)NCC1CCCO1 (stereo unspecified)	6	97	105	93	11	101	0.3	100	2	2	101
O=C(O)CSc1sc(=S)sc1SCC(=O)O	20	95	91	91	11	93	-0.1	96	/	0	95
O=C(O)c1cccc(-n2cccc2/C=C\[N+](=O)[O-])c1	41	97	105	94	2	100	0.5	99	-13	6	98
COc1cc(C(=O)Nc2nnc(CC(=O)N3CCOCC3)s2)cc(OC)c1OC	6	97	94	95	14	97	-3.3	98	/	-1	95
O=C(C1CCC(CNS(=O)(=O)c2cccc3cccnc23)CC1)N1CCc2ccccc21 (stereo unspecified)	3	94	96	95	5	94	4.0	95	/	14	97
CCCS(=O)(=O)N1CCN(C(=O)c2ccc(-c3ccccc3)cc2)CC1	-16	99	100	98	34	99	0.6	99	/	1	101
S=C(NCCC1=CCCCC1)Nc1ccc(Cl)cc1	3	102	96	97	9	98	1.6	99	-33	13	105
Cc1ccc(C(=O)c2ccc([N+](=O)[O-])cc2)c(C)c1	-4	102	99	98	25	103	0.6	102	21	3	105
Cc1ccc(NC(=O)c2cc(-n3cnnc3)ccc2Cl)cc1	5	102	100	100	21	101	0.1	101	-14	1	105
CC(C)CCn1c(SCCc2ccccc2)nc2c1c(=O)[nH]c(=O)n2C	-2	103	101	101	4	101	/	102	5	/	105
CC1Cc2ccccc2N1C(=O)Cn1c(=O)oc2cc(S(=O)(=O)N3CCCCC3)ccc21 (stereo unspecified)	-4	104	101	101	5	103	0.3	101	/	1	104
CCCN1CCC(=NNC(=O)c2ccc(Br)o2)CC1	-37	98	97	99	4	98	0.1	99	3	0	101
O=C(Oc1coc(CSc2nnc(NC(=O)c3cccs3)s2)cc1=O)c1ccccc1	38	97	100	97	20	95	-0.1	96	-28	0	98
CC(CNC(=O)c1cc(Cl)ccc1[N+](=O)[O-])NC(=O)c1cc(Cl)ccc1[N+](=O)[O-] (stereo unspecified)	7	98	99	96	19	101	0.4	99	/	1	100
CCS(=O)(=O)N1CCC(C(=O)NCCN2CCN(Cc3ccccc3)CC2)CC1	3	98	101	98	10	97	1.0	97	2	11	101
COc1cc(-c2nnc(-c3ccncc3)o2)ccc1OCc1ccccc1	18	103	100	101	13	102	0.6	103	8	4	100
Cc1ccc(NC(=O)c2ccc(CSc3nnc(C)s3)cc2)cc1	-11	101	100	98	4	99	0.4	102	/	4	101
Cc1ccc(C)c(Oc2coc3cc(OCC(=O)Nc4ccccc4C(C)C)ccc3c2=O)c1	5	98	101	101	3	101	2.1	102	/	5	105
CCCCc1c(C)nc2c(OC)cccc2c1SCCC(=O)O	52*	100	99	97	4	99	-0.2	98	-11	2	103
COc1ccc(/C=N/NC(=O)CCOc2ccccc2C)cc1OC	5	100	105	98	4	98	-0.1	101	-18	0	103
CCOc1ccccc1-n1c(CNc2ccc(F)cc2)nnc1SCC(=O)NCc1ccco1	6	102	100	98	21	99	0.3	102	/	0	105
CCCCNC(=O)CCn1c(=O)c2ccccc2n(CC(=O)NCCc2ccc(OC)c(OC)c2)c1=O	-6	91	92	92	27	91	0.0	90	14	1	84
CC(C)c1ccc(OCC(=O)N2CCCCCC2)c(Br)c1	-2	95	111	93	10	100	0.9	98	-39	9	97
Cc1cc(NC(=O)c2cnn3c(C(F)F)cc(C4CC4)nc23)no1	8	98	99	98	18	99	0.4	100	12	43	101
CCOc1ccccc1NC(=O)CSCC(=O)Nc1ccccc1	6	101	102	99	9	101	1.3	101	/	13	100

Compound activity as filed in PubChem.
